TCR act = Activators of T cell receptors: qHTS campaign | 330,000 tested, under 10 active | Potency, µM (highest dose often 9.22 µM), without a hit: at the highest dose activation of IL-2 secretion, most hits filed as activators | primary human leukocytes, anti-CD3, IL-2 HTRF, 48 h; also: % of control where 0% means no effect
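48 hr co-incubation of compounds, a-CD3 beads and primary human leukocytes; IL-2 quantified homogeneously by HTRF with anti-IL-2 K and d2 conjugates.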
Tb PFK block = qHTS Assay to Find Inhibitors of T. brucei phosphofructokinase; Potency, µM (titrated, usually from 57.5 µM), without a hit: at the highest dose activity, negative = inhibition, most hits filed as inhibitors; AID 485367, 2010; hit rate 0.17% among 330,000; T. brucei PFK, ADP-Glo luminescence; ATP-dependent 6-phosphofructokinase (Trypanosoma brucei brucei), O15648;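 also: potency is read from the fitted curve at half-maximal effect; 0% = uninhibited 1x PFK enzyme wells and -100% = no-enzyme wells; nearly all actives have a fitted effect of over 60% in size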
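Luminescent ADP detection (ADP-Glo, two-step: ATP depletion then ADP-to-ATP conversion for luciferase) reported PFK activity after 45 min room-temperature reaction of 1.25 nM enzyme with 0.5 mM F6P and 0.1 mM ATP at pH 8.0.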
B2AR arrestin = qHTS assay of beta-arrestin-biased ligands of beta2-adrenergic receptor; Beta-2 adrenergic receptor (Homo sapiens), P07550; beta-arrestin recruitment to beta2AR, cell-based reporter; Potency, µM (doses to about 46.1 µM), for inactives: at the top dose activation, actives largely listed as activators; hit rate 0.02% among 330,000; AID 492947, 2010;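 also: potency is read from the fitted curve at half-maximal effect; 0% = DMSO controls and full agonism = EC100 isoproterenol or metaproterenol; nearly all actives have a fitted effect of over 65% in size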
uPA generation = qHTS for Inhibitors of Cell Surface uPA Generation; Potency, µM (top dose mostly 38.3 µM), without a hit: at the top dose activity change, negative = inhibition, actives largely listed as inhibitors; hit rate 0.31% among 330,000; cell surface uPA generation assay, qHTS; active = well fitted inhibition curve with a large enough effect; inconclusive = small, poorly fitted or top-dose-only effect; inactive = no such curve, though single readings can be large or run the other way; tested in mouse RAW 264.7 cells; also: potency is read from the fitted curve at half-maximal effect; % is scaled to controls: 0 for no effect and ±100 for the full control effect; nearly all actives have a fitted effect of over 55% in size
TSG101-PTAP inh = qHTS Assay for Iinhibitors of HIV-1 Budding by Blocking the Interaction of PTAP/TSG101; Fluorescence polarization, FITC-PTAP peptide / Tsg101 binding; Potency, µM (doses to about 115 µM), for inactives: at the highest dose activity change, negative = inhibition, actives largely listed as inhibitors; 340,000 tested, under 10 active; active = well fitted inhibition curve with a large enough effect in the main read-out, with a control signal flat, not every such curve was filed as active; inconclusive = small, poorly fitted or top-dose-only effect, or effect the other way, or a change in a side signal; inactive = no such curve, though single readings can be large or run the other way; also: potency is read from the fitted curve at half-maximal effect; % of control where 0% means no effect
Target sequence (Q99816 whole entry, looked up): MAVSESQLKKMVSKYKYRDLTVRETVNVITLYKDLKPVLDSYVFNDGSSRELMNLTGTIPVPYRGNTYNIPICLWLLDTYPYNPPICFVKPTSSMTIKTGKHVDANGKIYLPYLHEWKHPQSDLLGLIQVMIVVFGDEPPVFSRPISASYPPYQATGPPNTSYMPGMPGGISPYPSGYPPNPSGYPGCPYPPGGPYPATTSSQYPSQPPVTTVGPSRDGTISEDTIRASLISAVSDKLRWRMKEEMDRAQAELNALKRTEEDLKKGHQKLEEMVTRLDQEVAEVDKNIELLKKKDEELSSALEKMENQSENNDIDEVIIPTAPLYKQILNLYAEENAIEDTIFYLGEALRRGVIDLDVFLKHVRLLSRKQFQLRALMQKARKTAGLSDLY
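Fluorescence polarization binding of Tsg101 binding domain (10 uM final) to FITC-labeled PTAP peptide (50 nM final) in HEPES pH 7.5 buffer with NaCl, Tween 20, EDTA, TCEP. Compounds added before peptide; binding 20 min at RT.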
ELG1 repair inh = qHTS screen for small molecules that inhibit ELG1-dependent DNA repair in human embryonic kidney (HEK293T) cells expressing luciferase-tagged ELG1; HEK293T ELG1-luciferase reporter, luminescence, 16 h; DNA damage induced by 5-fluorouridine; Potency, µM (highest dose often 46.1 µM), for inactives: top-dose activity change, negative = inhibition, hits mostly inhibitors; hit rate 2.3% among 330,000; also: potency is read from the fitted curve at half-maximal effect; % is scaled to controls: 0 for no effect and ±100 for the full control effect; nearly all actives have a fitted effect of over 55% in size
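Luminescence from the luciferase reporter, measured 30 min after ONE-Glo reagent at room temperature, was the read-out. Beforehand, 2,000 cells per well were exposed for 16 hr at 37 °C to 5-fluorouridine together with compound or vehicle.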
TSHR antagonist = Antagonists of the Thyroid Stimulating Hormone Receptor: HTS campaign. Thyrotropin receptor (Homo sapiens), P16473. TSHR-expressing cells, TSH-stimulated cAMP HTRF, 2 h; hits give low values. activity change, negative = inhibition, % at 11.5 µM. hit rate 0.2% among 330,000;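 active = activity change below a set negative limit, meaning inhibition stronger than a set level, cut at about -70% in these data; inconclusive = activity change between two set negative limits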; also: % is scaled to controls: 0 for no effect and ±100 for the full control effect
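TSHR-expressing cells, 200/well, pre-treated with compound, then stimulated with EC80 TSH (4nM final) for 2 hours at 37 deg C. cAMP measured by competitive HTRF: anti-cAMP cryptate antibody in lysis buffer plus cAMP-d2, read after 30 minutes at room temperature.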
Eya2 phos inh = qHTS Assay for Inhibitors of the Phosphatase Activity of Eya2; Protein phosphatase EYA2 (Homo sapiens), O00167; recombinant Eya2, OMFP fluorescence dephosphorylation (OMFP is methylfluorescein phosphate); Potency, µM (titrated, usually from 76.9 µM), without a hit: top-dose activity, negative = inhibition, most hits filed as inhibitors; hit rate 0.006% among 330,000; also: potency is read from the fitted curve at half-maximal effect; % is scaled to controls: 0 for no effect and ±100 for the full control effect
Target sequence (O00167 whole entry, looked up): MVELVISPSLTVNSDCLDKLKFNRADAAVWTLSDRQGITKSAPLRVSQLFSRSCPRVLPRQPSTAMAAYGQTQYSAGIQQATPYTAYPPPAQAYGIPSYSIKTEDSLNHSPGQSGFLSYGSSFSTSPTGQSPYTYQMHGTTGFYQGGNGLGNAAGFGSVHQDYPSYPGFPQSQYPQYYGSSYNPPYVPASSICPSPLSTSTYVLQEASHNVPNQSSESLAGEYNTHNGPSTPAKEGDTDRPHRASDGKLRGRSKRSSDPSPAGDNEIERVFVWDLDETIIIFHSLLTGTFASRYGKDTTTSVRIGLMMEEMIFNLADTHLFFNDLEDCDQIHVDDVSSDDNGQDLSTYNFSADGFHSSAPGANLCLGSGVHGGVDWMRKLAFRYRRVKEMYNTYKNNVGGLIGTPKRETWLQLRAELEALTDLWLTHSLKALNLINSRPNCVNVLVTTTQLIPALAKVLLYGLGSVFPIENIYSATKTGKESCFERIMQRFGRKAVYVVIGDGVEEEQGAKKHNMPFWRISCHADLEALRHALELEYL
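Eya2 (0.2 uM) preincubated 10 min at ambient with compound, then OMFP substrate added at 50 uM; 10 min reaction in 50 mM HEPES pH 7.5, 50 mM NaCl, 5 uM MgCl2, 0.05% BSA, 1 mM DTT. Fluorescence read at Ex 485/Em 525 nm.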
USP2a inh = qHTS Assay for Inhibitors of Ubiquitin-specific Protease USP2a Using CHOP2 as the Reporter. Ubiquitin carboxyl-terminal hydrolase 2 (Homo sapiens), O75604. USP2 core, Ub-CHOP2 coupled fluorogenic reporter, 485/531. Potency, µM (titrated, usually from 38.3 µM), without a hit: top-dose activity change, negative = inhibition, hits mostly inhibitors. hit rate 0.01% among 330,000. AID 463254, 2010;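 also: potency is read from the fitted curve at half-maximal effect; plate controls were DMSO wells for no effect and full inhibition by NEM control for full effect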
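Cell-free coupled assay: 10nM USP2 core preincubated 30min RT with compound in Tris-HCl pH 8.0/CaCl2/CHAPS buffer, then 25nM Ub-CHOP2 and 25nM reporter substrate; fluorescence (Ex 485/Em 531) read after 60min RT, normalized to NEM inhibition, concentration-response curves fitted.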
Mito fusion act = qHTS Assay for Small Molecule Inhibitors of Mitochondrial Division or Activators of Mitochondrial Fusion; S. cerevisiae fusion-defective mutant growth rescue, CellTiterGlo 48 h; Potency, µM (doses to about 46.1 µM), inactives show at the highest dose growth rescue (activation), actives largely listed as activators; hit rate 0.23% among 320,000; AID 485298, 2010;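 also: potency is read from the fitted curve at half-maximal effect; % of control where 0% means no effect; nearly all actives have a fitted effect of over 45% in size; temperature-sensitive fusion mutants such as fzo1-1 at 37 °C on non-fermentable ethanol glycerol medium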
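Yeast fusion mutant, YPEG (non-fermentable carbon), compound, 48 h at 37C non-permissive; CellTiterGlo added, 10 min RT, luminescence read. Rescued growth = division inhibition.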
BCR signal inh = qHTS Assay to Find Inhibitors of Chronic Active B-Cell Receptor Signaling; ABC-DLBCL IkBa-CBG/CBR reporter, luminescence ratio, 4 h; Potency, µM (doses to about 46.1 µM), without a hit: top-dose ratio change, negative = lower green/red ratio, usual class: inhibitors; hit rate 0.05% among 340,000; active = well fitted inhibition curve with a large enough effect in the signal ratio, with a control signal flat, not every such curve was filed as active; inconclusive = small, poorly fitted or top-dose-only effect, or effect the other way, or a change in a side signal; the % refers to the signal ratio;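 also: potency is read from the fitted curve at half-maximal effect; plate controls were basal doxycycline-induced cells for no effect and cells given 10 µM MG132 for full effect; MG132 reads +100%, hits lower the ratio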
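Cell line TMD8 (human ABC DLBCL), stably expressing tet-inducible CBG68-IkBa fusion and CBR; IMDM/0.5% FBS; cpd up to 46 uM; dox induction, 4 h, 37C/5% CO2; dual luminescence; green/red ratio; MG132 control.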
* hit, by the source's call; ? = inconclusive; . = no result given; [ ] = another dose, or the depositor's remark. Unless noted, calls follow the shape of the dose curve; as a rule, active = well fitted curve in the direction sought with a large enough effect; inconclusive = small, poorly fitted or top-dose-only effect, or another doubt; inactive = no such curve, though single readings can be large; an effect the other way counts as inactive or inconclusive.

SMILES,TCR act,Tb PFK block,B2AR arrestin,uPA generation,TSG101-PTAP inh,ELG1 repair inh,TSHR antagonist,Eya2 phos inh,USP2a inh,Mito fusion act,BCR signal inh
COc1ccc(F)cc1C(=O)C1CCCN(C(=O)c2ccccc2N(C)C)C1 (configuration not stated),4%,0%,0.6%,3%,1%,-23%,-3,6%,-1%,10%,7%
O=C(N/N=C\c1ccc(-c2ccc([N+](=O)[O-])cc2)o1)c1ccc2c(c1)OCO2,-6%[46.1 µM],-4%,-0.1%,-1%,1%,22%,7,5%,2%,-22%,?
COc1ccc(CCNc2nc(=S)[nH]c3cc(OC)c(OC)cc23)cc1OC,0%,2%,-0.2%,4%,-3%,-4%,-19,0%,4%,-11%,0%
O=C(Oc1ccc(C(=S)N2CCOCC2)cc1)c1ccc(F)cc1,-6%,-13%,0.0%,0%,-1%,-5%,-7,6%,3%,-2%,0%
O=c1c2ccccc2cnn1Cc1ccc(Cl)c(Cl)c1,9%,-21%,-0.7%,7%,1%,8%,-4,2%,1%,23%,6%
O=[N+]([O-])c1cccc(/C=N/Nc2nc(C(Cl)(Cl)Cl)nc3ccccc23)c1,4%[46.1 µM],4%,-2.3%,4%,3%,?,-5,3%,3%,0%,1%
C=CC[C@@H](CC(=O)N[C@@H](CO)Cc1ccccc1)C(=O)N[C@H](COC(=O)[C@@H](CC=C)Cc1ccc(F)cc1)Cc1ccccc1,3%,2%,-0.2%,-3%,1%,0%,0,4%,2%,.,5%
COc1ccc(/C=C/c2nnc(NC(=O)c3ccco3)s2)cc1,0%,4%,-0.3%,?,-4%,1%,4,3%,1%,7%,5%
N#CCn1c(CCl)nc2ccccc2c1=O,-9%,-1%,0.1%,-4%,1%,12%,8,6%,1%,-1%,13%
CN1CCCN(C(=O)CC2(CC(=O)O)CCCCC2)CC1,5%,1%,-0.2%,2%,-4%,-13%,5,-1%,12%,-6%,0%
CCOC(=O)c1ccc(NS(=O)C23CC4CC(CC(C4)C2)C3)cc1 (configuration not stated),-2%,0%,-0.2%,-9%,-3%,?,-10,-26%,5%,2%,5%
CC(c1cccs1)N(Cc1ccco1)C(=S)Nc1ccccc1Cl (configuration not stated),8%,-2%,0.5%,-6%,-1%,?,3,7%,-1%,0%,?
O=C(NCc1ccco1)NC1CCCCC1,-4%[46.1 µM],1%,-1.0%,2%,-3%,?,3,3%,0%,0%,?
CC(C)(C)N=C(NS(=O)(=O)c1cccs1)c1ccccc1,-6%,0%,0.4%,1%,-3%,-2%,-1,16%,1%,3%,3%
Cc1ccc(NC(=O)CCCNC(=O)c2ccc(Cl)cc2)cc1S(=O)(=O)N1CCOCC1,2%,-1%,-0.5%,-1%,0%,-9%,-2,6%,-2%,-2%,-14%
Cn1c(=O)c2c3c(sc2n2c(SCC(=O)c4ccccc4)nnc12)COC(C)(C)C3,.,3%,-0.3%,.,.,6%,-5,-4%,3%,-2%,1%
O=C(NC1CCCCC1)C(=O)N(Cc1cccnc1)C(C(=O)NCc1ccco1)c1ccccc1 (configuration not stated),.,-3%,-1.0%,.,.,-18%,2,11%,2%,0%,0%
CC(C)c1cc(C(C)C)n2nc(N)nc2n1,0%,-3%,-1.8%,?,-4%,?,8,-4%,6%,16%,?
O=C(c1ccccc1F)N1CCCc2ccccc21,-5%,0%,-0.2%,-24%,3%,?,-6,-11%,1%,-2%,1%
COc1c2c(cc3oc(=O)ccc13)OC(C)(C)C=C2,-4%,0%,-0.8%,-27%,0%,?,-5,3%,-11%,-4%,-10%
CCOC(=O)c1c(NC(=O)CSc2nnnn2C)sc(CC)c1C,7%,-5%,0.0%,-14%,-4%,1%,-8,32%,0%,5%,-2%
Cn1c(=O)oc2cc(S(=O)(=O)NCCC(=O)N3CCN(c4ccccc4F)CC3)ccc21,-5%,-3%,-0.2%,5%,0%,0%,-6,1%,-3%,5%,7%
Cc1ccccc1Cn1c(NC2CCCC2)nc2c1c(=O)[nH]c(=O)n2C,-2%,0%,-0.5%,?,-5%,12%,2,-3%,2%,0%,0%
COC(=O)c1c(-c2ccc(F)cc2)noc1N,3%,0%,-0.4%,.,-7%,?,-3,-6%,-1%,0%,-8%
Cc1ccc2c(c1)c1c(n2CC(O)CNC(CO)(CO)CO)CCCC1 (configuration not stated),0%,4%,-0.5%,11%,-9%,3%,1,0%,1%,-7%,-9%
COCCNC(=O)CN(c1cc(C(F)(F)F)ccc1Cl)S(C)(=O)=O,-3%,-2%,-0.6%,8%,-2%,5%,-13,-2%,-4%,-2%,-1%
COc1ccc(-c2nc(C#N)c(N3CCCCCC3)o2)cc1OC,-7%,-1%,-0.3%,3%,-4%,?,-19,-23%,-1%,-19%,?
Cc1ccc(C)c(-n2c(C)cc(/C=N/NC(=O)c3c(C)nc4cc(C)ccn34)c2C)c1,1%[46.1 µM],27%,6.8%,-5%,-5%,18µM*,49,-30%,-23%,-2%,9%
CCc1ccc2oc(C(=O)NC3CCS(=O)(=O)C3)cc(=O)c2c1 (configuration not stated),-2%,-7%,0.2%,-19%,0%,?,-3,-10%,0%,11%,-2%
COc1ccc(/C=N/n2c(COc3ccccc3)n[nH]c2=S)cc1OC,-2%,-1%,0.4%,-11%,0%,5%,-10,0%,3%,-17%,?

The final two records of the part above are carried over, then new ones follow.
SMILES,TCR act,Tb PFK block,B2AR arrestin,uPA generation,TSG101-PTAP inh,ELG1 repair inh,TSHR antagonist,Eya2 phos inh,USP2a inh,Mito fusion act,BCR signal inh
CCc1ccc2oc(C(=O)NC3CCS(=O)(=O)C3)cc(=O)c2c1 (configuration not stated),-2%,-7%,0.2%,-19%,0%,?,-3,-10%,0%,11%,-2%
COc1ccc(/C=N/n2c(COc3ccccc3)n[nH]c2=S)cc1OC,-2%,-1%,0.4%,-11%,0%,5%,-10,0%,3%,-17%,?
O=c1cc(-c2ccccc2)nc(N2CCCCC2)[nH]1,1%,0%,0.1%,-2%,-8%,-2%,4,-4%,-2%,-1%,-3%
COc1ccc(/C=C(\C#N)C(=O)c2c(C)[nH]c3ccccc23)cc1OC,-2%[46.1 µM],9%,-0.4%,4%,-7%,1%,10,5%,4%,-1%,?
Cc1cc(N/N=C/c2ccccc2O)nc(-c2ccccc2O)n1,2%[46.1 µM],0%,-0.5%,-8%,-1%,?,-13,-1%,1%,?,?
Nc1ncnc(Oc2cccc3cccnc23)c1[N+](=O)[O-],0%,-5%,?,4%,0%,?,-4,-5%,2%,3%,?
Cc1cc(=O)oc(C)c1C(=O)NC1CC(C)(C)NC(C)(C)C1,6%[46.1 µM],2%,-0.5%,8%,0%,11%,3,7%,0%,-2%,?
COc1ccccc1CNC(=O)CCn1c(=O)oc2ccccc21,5%,1%,0.1%,3%,-1%,.,-18,21%,4%,0%,1%
CCCS(=O)(=O)c1cn2cccc(N)c2c1S(=O)(=O)CCC,2%,4%,-0.4%,-1%,-1%,?,1,6%,8%,0%,3%

Bioassay records: PubChem BioAssay, National Center for Advancing Translational Sciences (NCATS)

Random draw from the library. Share with any hit: about 3%.
